# Compound activity from PubChem.
# GLD-1 TGE inh: GLD-1/TGE RNA complex disruptors, primary screen, biochemical, fluorescence polarization | Female germline-specific tumor suppressor gld-1 (Caenorhabditis elegans), Q17339 | purified GLD-1 + fluorescein TGE RNA | inhibition, % at 5.96 µM | actives 0.44% (n = 320,000);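 active means percent inhibition above a per-plate cutoff, the plate mean of test compounds plus 3 SD, cut at about 30% in these data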;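 further: 0% = DMSO wells with GLD-1 and probe and 100% = wells lacking GLD-1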
# CIT2-GFP yeast: modulators of CIT2-GFP expression in yeast, primary screen, S. cerevisiae, GFP fusion, multiplex flow cytometry, MLPCN library | S. cerevisiae CIT2-GFP strain, 3 h; 100 means same as DMSO wells | GFP response vs DMSO, % at 10 µM | actives 0.065% (n = 320,000) | AID 2029, 2009;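 active means GFP response relative to DMSO above a set limit, near the screen mean plus 3 SD, cut at about 150% in these data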;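 further: ratio of well median GFP fluorescence to mean of DMSO wells on the plate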
# Bcl-xL primary: inhibitors of human Bcl-xL, primary screen, biochemical, fluorescence polarization, HTS. inhibition, % at 10.9 µM. AID 2129, 2009. Bcl-2-like protein 1 (Homo sapiens), Q07817. GST-Bcl-xL / FITC-Bim BH3 peptide fluorescence polarization. actives 0.7% (n = 320,000);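 active means inhibition above the mean of all tested compounds plus 3 SD, cutoff set per campaign, cut at about 30% in these data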;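 further: 0% = DMSO wells and 100% = unlabeled Bim-BH3 peptide competitor; inhibitors lower millipolarization by displacing the labeled peptide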
# Fam108B inh: mouse Fam108B serine hydrolase inhibitors, primary screen, counter-screen for RBBP9 inhibitor project, biochemical, fluorescence polarization | actives 0.33% (n = 300,000) | inhibition, % at 9.51 µM | AID 1947, 2009 | recombinant Fam108B, FP-Rh probe fluorescence polarization;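 active means inhibition above the screen mean inhibition plus 3 SD, computed separately per campaign, cut at about 18% in these data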;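 further: inhibitors lower polarization as less probe binds the enzyme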
# AGP1 TOR yeast: modulators of AGP1-GFP expression in yeast TOR pathway, primary screen, cell-based, multiplex flow cytometry, S. cerevisiae, MLPCN library | GFP response vs DMSO, % at 10 µM | 3 h; GFP as percent of DMSO wells | actives 0.02% (n = 320,000);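 active means GFP response relative to DMSO above a set limit, near screen average plus 3 SD, cut at about 150% in these data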;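 further: median GFP channel fluorescence of the gated AGP1 strain per well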
# VLA-4 inh: inhibition in human VLA-4 binding assay, primary screen, VLA-4 allosteric modulator project, MLPCN library, flow cytometry, VLA-4 expressing cells; Integrin alpha-4 (Homo sapiens), P13612; ligand binding flow cytometry; inhibition, % (about 7 µM as worked out from the volumes in the protocol); actives 0.2% (n = 330,000); AID 2557, 2010; in the data active means inhibition above about 50%
# MCL1-BIM inh: inhibitors of MCL1 binding to BIM-BH3, primary screen, biochemical, fluorescence polarization. Induced myeloid leukemia cell differentiation protein Mcl-1 (Homo sapiens), Q07820. inhibition, % at 10.9 µM. actives 0.68% (n = 320,000). GST-MCL1 / FITC-Bim-BH3 fluorescence polarization;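 active means inhibition above the mean inhibition of all tested compounds plus 3 SD, set per campaign, cut at about 40% in these data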;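 further: 0% = DMSO wells and 100% = unlabeled Bim-BH3 peptide control; higher means more loss of mP so more displacement of Bim peptide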
# Target sequence (Q07820 whole entry, looked up): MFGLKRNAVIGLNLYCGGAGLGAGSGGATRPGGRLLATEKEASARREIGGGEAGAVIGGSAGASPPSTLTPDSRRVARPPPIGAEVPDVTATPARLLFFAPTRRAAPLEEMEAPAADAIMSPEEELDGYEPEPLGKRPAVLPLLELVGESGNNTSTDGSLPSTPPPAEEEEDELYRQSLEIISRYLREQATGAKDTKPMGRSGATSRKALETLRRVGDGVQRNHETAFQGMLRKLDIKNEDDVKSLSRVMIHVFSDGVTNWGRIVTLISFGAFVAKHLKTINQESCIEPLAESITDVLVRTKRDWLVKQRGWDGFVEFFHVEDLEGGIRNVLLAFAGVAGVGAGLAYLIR
# MEX-5 binding: MEX-5 zinc finger RNA-binding disruptors – biochemical, C. elegans, fluorescence polarization, MLPCN library, primary screen. Zinc finger protein mex-5 (Caenorhabditis elegans), Q9XUB2. MEX-5/FITC-TCR2 RNA binding; stronger effect = lower value. activity score (negative = inhibition of binding), % at 10 µM. actives 0.38% (n = 300,000). AID 1832, 2009;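 active means inhibition past about -25% in most replicates, and total fluorescence under double the plate's negative control median, limit read from the data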;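 further: 0% = DMSO and -100% = 5 µM competing unlabeled TCR2 RNA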
# GRK2 inh: compounds blocking aptamer binding on GRK2 – biochemical, human GRK2, bead flow cytometry, HTS, primary screen; AID 488847, 2010; FAM-aptamer displacement from GRK2; inhibition of aptamer binding, % at 10 µM; Beta-adrenergic receptor kinase 1 (Homo sapiens), P25098; actives 0.59% (n = 330,000);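 active means inhibition of aptamer binding above 40%, roughly 3 SD of noise, on plates passing a quality check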;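 further: median bead fluorescence of bound FAM aptamer so fluorescent compounds give negative values; no value below 0 was filed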
# Target sequence (P25098 whole entry, looked up): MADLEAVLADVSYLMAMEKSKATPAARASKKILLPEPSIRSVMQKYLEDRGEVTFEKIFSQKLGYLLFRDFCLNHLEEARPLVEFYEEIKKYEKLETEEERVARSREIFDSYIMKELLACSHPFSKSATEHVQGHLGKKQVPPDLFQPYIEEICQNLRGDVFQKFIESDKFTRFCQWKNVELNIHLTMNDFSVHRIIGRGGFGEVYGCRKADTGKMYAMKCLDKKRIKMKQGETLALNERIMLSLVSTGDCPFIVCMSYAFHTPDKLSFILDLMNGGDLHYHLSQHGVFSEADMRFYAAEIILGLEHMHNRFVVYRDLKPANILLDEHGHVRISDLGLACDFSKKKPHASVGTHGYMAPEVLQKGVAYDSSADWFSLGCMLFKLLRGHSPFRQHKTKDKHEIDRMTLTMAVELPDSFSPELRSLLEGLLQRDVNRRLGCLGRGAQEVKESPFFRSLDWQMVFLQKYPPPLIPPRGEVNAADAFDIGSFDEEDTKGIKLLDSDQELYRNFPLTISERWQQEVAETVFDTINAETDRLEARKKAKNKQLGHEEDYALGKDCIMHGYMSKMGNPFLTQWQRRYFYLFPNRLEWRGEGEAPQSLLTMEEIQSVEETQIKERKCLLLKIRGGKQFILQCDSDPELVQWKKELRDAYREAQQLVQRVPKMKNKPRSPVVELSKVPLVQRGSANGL
# * = called active by the depositor; x = not tested or not shown.
1. O=[N+]([O-])c1cc(C(F)(F)F)ccc1NCCCCNS(=O)(=O)c1ccc2ccccc2c1
2. CCOC(=O)c1c2ccc(OCC(=O)NN)cc2n2ccccc12
3. CCOC(=O)Nc1ccc(S(=O)(=O)Nc2onc(C)c2C)cc1
4. COc1cccc(CNS(=O)(=O)c2ccc3c(c2)CCN3C(=O)C2CC2)c1
5. COc1ccc(/C=C/C(=O)c2ccc(NC(=O)c3cccs3)cc2)cc1OC
6. CC1(c2ccc(Cl)cc2Cl)NC(=O)N(CC(=O)Nc2ccc3[nH]c(=O)[nH]c3c2)C1=O (stereo unspecified)
7. CC1CCC(N2CC(=O)N(Cc3ccc4c(c3)OCO4)C(c3ccc(F)cc3)C2=O)CC1 (stereo unspecified)
8. CCOc1ccccc1N1CCN(C(=O)C(F)(F)F)CC1
compound no.,1,2,3,4,5,6,7,8
Bcl-xL primary,-2,21,-1,8,10,-4,2,7
Fam108B inh,-28,2,9,1,-25,4,-4,3
GLD-1 TGE inh,8,11,-7,7,-1,-3,4,-1
AGP1 TOR yeast,103,101,106,94,98,111,102,95
MEX-5 binding,2.0,-7.5,-2.1,-2.7,-0.5,1.1,1.8,0.5
GRK2 inh,0,2,0,4,0,0,4,2
CIT2-GFP yeast,95,99,102,104,106,101,96,106
VLA-4 inh,9,11,-4,-11,1,20,-9,-2
MCL1-BIM inh,-1,13,0,4,18,-11,0,1

# A different layout for 5 compounds above:
entry | canonical_smiles | Bcl-xL primary | Fam108B inh | GLD-1 TGE inh | AGP1 TOR yeast | MEX-5 binding | GRK2 inh | CIT2-GFP yeast | VLA-4 inh | MCL1-BIM inh
1 | O=[N+]([O-])c1cc(C(F)(F)F)ccc1NCCCCNS(=O)(=O)c1ccc2ccccc2c1 | -2 | -28 | 8 | 103 | 2.0 | 0 | 95 | 9 | -1
2 | CCOC(=O)c1c2ccc(OCC(=O)NN)cc2n2ccccc12 | 21 | 2 | 11 | 101 | -7.5 | 2 | 99 | 11 | 13
3 | CCOC(=O)Nc1ccc(S(=O)(=O)Nc2onc(C)c2C)cc1 | -1 | 9 | -7 | 106 | -2.1 | 0 | 102 | -4 | 0
4 | COc1cccc(CNS(=O)(=O)c2ccc3c(c2)CCN3C(=O)C2CC2)c1 | 8 | 1 | 7 | 94 | -2.7 | 4 | 104 | -11 | 4
5 | COc1ccc(/C=C/C(=O)c2ccc(NC(=O)c3cccs3)cc2)cc1OC | 10 | -25 | -1 | 98 | -0.5 | 0 | 106 | 1 | 18

# (continued)
9. O=C(Cc1ccc(S(=O)(=O)N2CCOCC2)s1)NCC1CCCCC1
10. O=C(CN1CCCCCC1)Nc1cc([N+](=O)[O-])ccc1Cl
11. COc1ccc(C(CNC(=O)c2oc3ccc(C)cc3c2C)N2CCCCC2)cc1 (stereo unspecified)
12. CC(C)C[C@@H]1NC(=O)N(CCN2CCOCC2)C1=O
13. Cc1ccc(NC(=O)c2cccnc2C(=O)Nc2ccc(C)cc2)cc1
14. CCOc1ccc(C(=O)Nc2ccc(Cc3ccncc3)cc2)cc1Br
15. COc1ccc(C)cc1N(C)C(=O)c1coc(=O)c2ccccc12
16. COc1cccc(S(=O)(=O)NCC(=O)N2CCCCCC2)c1
compound no.,9,10,11,12,13,14,15,16
Bcl-xL primary,6,6,-1,8,2,2,8,6
Fam108B inh,2,0,0,-1,-1,-14,-2,1
GLD-1 TGE inh,1,3,4,5,-2,1,8,7
AGP1 TOR yeast,92,105,94,104,93,96,95,102
MEX-5 binding,2.7,0.4,1.2,-1.4,0.5,-1.3,3.0,2.9
GRK2 inh,3,0,0,2,4,0,0,0
CIT2-GFP yeast,88,114,97,106,73,89,94,109
VLA-4 inh,11,7,-7,-16,-7,4,-6,13
MCL1-BIM inh,6,-4,5,9,6,4,4,3

17. O=C(CCNS(=O)(=O)c1ccc(Br)cc1)NCCCSc1ccccc1
18. COc1ccc(-c2nc(CN3CCN(c4cc(C)nc(C)c4)CC3)c(C)o2)c2ccccc12
19. CCOc1cc(CNc2ccc3c(c2)OCCO3)cc(Br)c1OCC
20. O=C(CN(c1ccc(Cl)cc1)S(=O)(=O)c1ccccc1)N1CCN(c2ccccc2)CC1
21. O=C(CSc1ncn[nH]1)Nc1ccc([N+](=O)[O-])cc1Br
22. O=C(Nc1ccccc1)c1csc(-c2ccccc2)n1
23. C=CCNC(=S)Nc1c(N)n(C)c(=O)n(C)c1=O
24. COc1cc(S(=O)(=O)N2CCN(C(=O)c3ccco3)CC2)c(OC)cc1C
compound no.,17,18,19,20,21,22,23,24
Bcl-xL primary,4,4,6,3,5,4,-2,3
Fam108B inh,x,-3,0,1,0,-3,-5,1
GLD-1 TGE inh,4,0,5,7,-8,4,2,7
AGP1 TOR yeast,108,92,x,101,104,94,95,99
MEX-5 binding,x,-3.3,0.3,-0.4,-2.5,-1.1,-2.0,2.3
GRK2 inh,3,0,5,3,0,0,0,0
CIT2-GFP yeast,92,97,119,94,106,92,87,101
VLA-4 inh,19,12,-11,16,17,-5,-2,12
MCL1-BIM inh,7,9,10,-5,1,0,0,0

25. Cc1cccc(NC(=O)CSc2ncnc3c2oc2ccccc23)c1
26. COc1ccc(CNC(=O)/C=C/c2ccc(OCCCF)cc2)cc1
27. O=C(NC1CCCCC1)C(c1ccc2ncccc2c1)N(Cc1ccco1)C(=O)c1ccc2c(c1)OCCO2 (stereo unspecified)
28. CCc1ccc(C(=O)NNc2ccc(F)cc2F)cc1
29. COC(=O)c1ccc2nc(-c3ccc4c(c3)OCO4)cn2c1
30. COc1ccc(CN2CCN(C(C)C(=O)NC(C)c3ccc(F)cc3)CC2)cc1F (stereo unspecified)
31. COc1ccc(C(=O)Nc2c(N)nc(SCC(=O)NCC3CCCO3)[nH]c2=O)cc1 (stereo unspecified)
32. CC1CN(C(=O)CN2C(=O)NC3(CCCC3)C2=O)C(=Nc2cccc(S(=O)(=O)N(C)C)c2)S1 (stereo unspecified)
compound no.,25,26,27,28,29,30,31,32
Bcl-xL primary,0,3,2,4,3,-2,10,-9
Fam108B inh,-5,0,4,0,1,5,-4,-1
GLD-1 TGE inh,0,1,-4,2,2,2,0,8
AGP1 TOR yeast,103,98,105,100,99,102,96,104
MEX-5 binding,0.0,1.1,2.1,-3.2,2.7,-0.7,-5.5,0.8
GRK2 inh,0,4,1,0,2,0,1,2
CIT2-GFP yeast,95,93,99,89,101,90,97,95
VLA-4 inh,-2,29,13,29,9,7,9,-6
MCL1-BIM inh,-6,-5,7,-1,5,-4,9,-13

33. O=C(NC(=S)N1CCOCC1)C12CCC3CC(CC(C3)C1)C2
34. CC(C)c1ccc(CN2CCC(Oc3ccc(C(=O)N4CCCC4)cc3)CC2)cc1
35. CCOc1ccc(C(=O)NCC(=O)N2CCN(c3ccccc3O)CC2)cc1
36. CC1Sc2ccc(C(=O)OCc3ccccc3Cl)cc2NC1=O (stereo unspecified)
37. O=C(c1ccc2nc[nH]c2c1)N1CCN(c2cccc(C(F)(F)F)c2)CC1
38. CCCC(=O)Nc1c(-c2ccccc2OC)c(=O)c2ccccc2n1C
39. C[C@@H](C(=O)O)[C@H]1C[C@]1(C)[C@H](NC(=O)OCc1ccccc1)c1ccccc1
40. COc1ccc(Cl)cc1NC(=O)CN(C)C(=O)Cn1cnnn1
compound no.,33,34,35,36,37,38,39,40
Bcl-xL primary,3,5,3,-4,x,5,2,x
Fam108B inh,0,5,2,-3,x,-2,0,x
GLD-1 TGE inh,5,0,7,3,x,5,-1,-4
AGP1 TOR yeast,109,96,92,101,98,95,91,103
MEX-5 binding,0.0,2.1,-0.5,-2.7,0.9,x,-1.1,x
GRK2 inh,3,0,1,0,3,0,3,0
CIT2-GFP yeast,102,100,104,91,97,98,107,126
VLA-4 inh,-5,3,1,-4,-1,17,2,11
MCL1-BIM inh,18,3,6,-2,x,1,-5,x

41. CCN1CCC(=NNC(=O)c2ccc(C)c([N+](=O)[O-])c2)CC1
42. C[C@H](NC(=O)c1ccccc1)C(=O)Nc1nc(-c2ccccn2)cs1
43. O=C1CSC(c2ccccc2)N1CC(O)c1ccc([N+](=O)[O-])cc1 (stereo unspecified)
44. O=C(COc1ccc(Cl)cc1Cl)OCn1nnc2ccccc2c1=O
45. CC(=O)Nc1ccc(NC(=O)CSc2nncn2C)cc1
46. Cc1ccc(C(=O)Nc2ccc(N3CCN(C(=O)c4ccco4)CC3)cc2)c(Cl)c1
47. CC1CCCC(NC(=O)COC(=O)c2n[nH]c3ccccc23)C1C (stereo unspecified)
48. Cc1occc1-c1nnc(SCC(=O)NC2CC2)n1C
compound no.,41,42,43,44,45,46,47,48
Bcl-xL primary,0,5,2,3,2,8,x,7
Fam108B inh,-2,5,4,2,0,-1,x,2
GLD-1 TGE inh,5,1,0,1,4,7,3,4
AGP1 TOR yeast,95,104,99,103,102,89,90,95
MEX-5 binding,2.3,-6.4,-0.6,-3.1,2.4,2.2,x,4.0
GRK2 inh,0,0,2,0,2,0,0,0
CIT2-GFP yeast,101,103,98,102,104,98,85,98
VLA-4 inh,5,-14,5,7,5,9,18,-6
MCL1-BIM inh,7,10,0,2,-1,0,x,9

49. O=C(CN1C(=O)C2C3C=CC(C3)C2C1=O)N1CCc2ccccc2C1 (stereo unspecified)
50. Cc1cc(C(=O)NNc2ccc(C(C)C)cc2)n(C(C)(C)C)n1
51. O=C(Nc1cc(C(F)(F)F)ccc1N1CCOCC1)C1CCCO1 (stereo unspecified)
52. CCOc1ccc(CC(=O)Nc2cccc(-c3ccc4nnc(C)n4n3)c2)cc1
53. Cc1cc(C)c(OCCNC(=O)c2ccccc2Sc2ccccc2C#N)c(C)c1
54. CCCC(=O)Nc1c(-c2ccccc2)c(=O)c(C)nn1-c1ccc(C)cc1
55. CCN1CCSc2ccc(C(=O)NCc3ccccc3F)cc21
56. Cc1c(Cl)cccc1NC(=O)CCC(=O)NNC(=O)c1ccco1
57. COc1ccccc1NC(=O)c1cc[n+]([O-])cc1
58. CCn1cc(S(=O)(=O)Nc2cc(F)ccc2C)cn1
59. Cc1ccc2c(c1C)NC(C(=O)O)C1CC=CC21 (stereo unspecified)
compound no.,49,50,51,52,53,54,55,56,57,58,59
Bcl-xL primary,0,-5,x,3,-1,2,-2,-1,4,-3,48*
Fam108B inh,-4,-5,x,-3,-9,-4,5,-1,0,1,23*
GLD-1 TGE inh,-4,-3,3,-1,10,10,6,6,9,-2,-1
AGP1 TOR yeast,99,105,95,103,100,98,94,103,102,92,99
MEX-5 binding,2.1,1.3,x,-3.4,2.5,1.6,-0.9,0.9,-1.8,-0.3,-1.1
GRK2 inh,2,0,3,1,0,1,0,0,0,0,47*
CIT2-GFP yeast,89,90,92,104,101,88,84,114,99,90,100
VLA-4 inh,23,9,-4,8,3,17,-7,7,6,-6,2
MCL1-BIM inh,1,-7,x,2,8,6,7,-2,11,-3,76*
